Screening data deposited in PubChem by several laboratories.
eLon inh: inhibitors of E. coli Lon protease, primary screen, biochemical, fluorescence polarization | P0A9M0 | purified E. coli Lon protease | inhibition, % at 7.94 µM | actives 0.42% (n = 360,000) | AID 602123, 2011; in the data active = inhibition above about 13%, passing the limit was not always enough;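 also: 0% = enzyme with probe and DMSO and 100% = no enzyme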
Target sequence (P0A9M0 whole entry, looked up): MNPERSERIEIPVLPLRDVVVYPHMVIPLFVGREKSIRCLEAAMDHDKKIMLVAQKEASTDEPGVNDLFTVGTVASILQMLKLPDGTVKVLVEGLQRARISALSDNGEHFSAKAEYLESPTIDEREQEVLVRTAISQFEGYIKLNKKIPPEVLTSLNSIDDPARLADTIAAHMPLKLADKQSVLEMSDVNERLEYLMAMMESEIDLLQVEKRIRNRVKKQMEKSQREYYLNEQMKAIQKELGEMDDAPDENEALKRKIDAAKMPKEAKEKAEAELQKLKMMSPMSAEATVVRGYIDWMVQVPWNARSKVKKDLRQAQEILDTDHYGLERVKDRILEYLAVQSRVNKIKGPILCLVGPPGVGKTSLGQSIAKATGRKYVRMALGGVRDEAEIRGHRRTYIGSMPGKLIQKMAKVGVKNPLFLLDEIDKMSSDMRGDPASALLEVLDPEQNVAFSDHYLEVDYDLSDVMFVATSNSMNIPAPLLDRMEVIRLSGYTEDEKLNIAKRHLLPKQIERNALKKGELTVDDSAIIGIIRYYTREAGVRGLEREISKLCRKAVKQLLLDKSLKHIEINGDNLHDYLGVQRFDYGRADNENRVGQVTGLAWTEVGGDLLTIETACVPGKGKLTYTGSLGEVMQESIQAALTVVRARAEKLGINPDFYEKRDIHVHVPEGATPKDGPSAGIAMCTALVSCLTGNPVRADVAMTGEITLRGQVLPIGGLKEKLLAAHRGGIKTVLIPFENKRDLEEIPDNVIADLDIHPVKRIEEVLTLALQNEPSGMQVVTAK
MT1-MMP act inh: blockers of MT1-MMP proenzyme processing, primary screen, HT1080 RFP-PRO-GFP cells, GFP/RFP fluorescence; Matrix metalloproteinase-14 (Homo sapiens), P50281; GFP/RFP ratio fluorescence, overnight; percent of plate control window, DMSO zero; GFP/RFP ratio change, % at 20 µM; actives 0.061% (n = 360,000); AID 651647, 2012;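 active = GFP/RFP ratio change of at least 30% with cell ATP level not reduced by more than half and red fluorescence within 50% of control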; also: strong numbers were not always called active
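Material – HT1080 RFP-PRO-GFP cells · Control set – DMSO wells and RFP-L50D-GFP cells · Incubation – overnight cell settling, then overnight compound exposure, 37 °C, 5% CO2 · Compound dosing – single-point 20 µM compound, 1% DMSO · Read-out – GFP/RFP fluorescence ratio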
FAS-TE inh: FAS thioesterase domain inhibitors, primary screen, biochemical, fluorescence intensity, uHTS. inhibition, % at 15 µM. actives 0.67% (n = 360,000). AID 602261, 2012. recombinant FAS-TE, OMFH fluorogenic substrate, fluorescence endpoint;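 active = compounds whose normalised, plate-corrected inhibition of enzyme fluorescence in the single-dose primary screen is 50% or more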;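 also: 0% = DMSO with enzyme and 100% = substrate without enzyme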
Neddylation inh: inhibitors of cullin neddylation, primary screen, biochemical, TR-FRET, uHTS, NAE and Ubc12; NEDD8-conjugating enzyme Ubc12 (Homo sapiens) + NEDD8-activating enzyme E1 regulatory …; calls only at 25 µM; actives 0.58% (n = 360,000); in the data active = inhibition above about 36%
Rin1 Abl inh: inhibitors of Rin1-Abl protein binding, primary screen, biochemical, TR-FRET. Tyrosine-protein kinase ABL1 (Homo sapiens) + Ras and Rab interactor 1 (Homo sapiens), …. inhibition, % at 7.35 µM. actives 0.4% (n = 360,000). AID 588664, 2011; in the data active = inhibition above about 5%, passing the limit was not always enough
CendR NRP1 mod: modulators of CendR peptide binding to NRP-1, primary screen, biochemical, fluorescence polarization, uHTS; AID 602438, 2012; actives 0.85% (n = 360,000); Neuropilin-1 (Homo sapiens), O14786; FAM-RPARPAR peptide binding to NRP-1; inhibition, % at 25 µM;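 active = inhibition or corrected inhibition above about 18%, plus a signal ratio from 0.5 to 1.5, limit read from the data, passing the limit was not always enough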; also: strong numbers were not always called active
bovine MsrA act: bovine MsrA enzyme activators, primary screen, biochemical, absorbance, HTS | Methionine sulfoxide reductase A (Bos taurus) | purified bovine MsrA, absorbance read-out | activation, % at 10.6 µM | actives 0.3% (n = 360,000) | AID 602163, 2012; in the data active = activation above about 7.5%;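 also: 0% = vehicle and 100% = reference activator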
PABP1 MLLE inh: inhibitors of PABP1 MLLE–PAM2 peptide binding, primary screen, biochemical, fluorescence polarization, FITC-PAM2, GST-MLLE | actives 0.36% (n = 360,000) | inhibition, % at 20 µM | Polyadenylate-binding protein 1 (Homo sapiens), P11940; in the data active = inhibition above about 35%, passing the limit was not always enough;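 also: plate controls were DMSO wells with GST-MLLE for no effect and wells lacking GST-MLLE protein for full effect; some results filed as inactive read as strong as hits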
SKN-1 inh: suppressors of acrylamide-induced Pgst-4::GFP reporter in worms, primary screen, SKN-1 inhibitor project, whole organism, uHTS, GFP/RFP fluorescence ratio, strain VP596; C. elegans VP596 Pgst-4::GFP/RFP ratio, 24 h; inhibition, % at 21.8 µM; actives 0.49% (n = 360,000); AID 624304, 2012;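 active = interference check ratio from 0.5 to 1.5 plus GFP to RFP signal ratio inhibition reaching or exceeding a fixed threshold, cut at about 30% in these data, passing the limit was not always enough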; also: some compounds called inactive have numbers as strong as hits
* marks the source's active call; other numbers are inactive results; i = inactive; / = not tested or not shown; + = active, no number.

Every second line gives: eLon inh, MT1-MMP act inh, FAS-TE inh, Neddylation inh, Rin1 Abl inh, CendR NRP1 mod, bovine MsrA act, PABP1 MLLE inh, SKN-1 inh
1	CC1(C(=O)Nc2cnc3ccccc3c2)CCN1Cc1ccccc1Cl (configuration not stated)
  6, 5, 24, i, -1, 0, -2, 4, 13
2	O=S(=O)(Nc1ccncc1)c1cc(Cl)ccc1Cl
  -15, -3, -7, i, -1, 19, -4, 6, -6
3	O=C(Oc1ccccc1F)c1ccc2c(=O)n3c(nc2c1)CCC3
  12, 1, 4, i, 4, -3, -6, 8, -4
4	COc1ccc(C(CC(=O)N2CCCC2)c2c(OC)cc(OC)c3c(-c4ccccc4)cc(=O)oc23)cc1 (configuration not stated)
  -3, -31, 14, i, -2, -24, 9.0*, -1, 18
5	COc1cc(OC)c(OC)cc1CN1CCCC(C(=O)c2ccc3c(c2)OCO3)C1 (configuration not stated)
  -4, 3, 0, i, 1, 8, -4, 10, 3
6	O=C(COc1ccc2c(-c3ccccc3)cc(=O)oc2c1)NCCN1CCOCC1
  12, 2, -6, i, 3, 7, -8, 12, 3
7	CCN(CC)S(=O)(=O)c1cccc(NC(=O)COc2ccc(Cl)cc2Br)c1
  -11, 3, 20, i, 1, 1, -5, 8, -8
8	Cn1nc(-c2ccccc2)c(N2CCCCC2)cc1=O
  -11, 1, -3, i, 1, -2, -5, 4, 9
9	O=C1CCCC2=C1C(c1cccc(O)c1)c1c(ccc3ncccc13)N2 (configuration not stated)
  1, 3, 2, i, -10, 0, -5, -2, 5
10	Cc1ccc(CN2C3=NC(=O)CN3c3ccccc32)cc1
  -12, 0, -6, i, 0, -7, -3, -1, -10
11	CCCCn1nnc(NC(=O)COc2cc(C)ccc2C(C)C)n1
  -6, -2, 7, i, 3, 2, 2, 10, 5
12	N#CCn1cnc2c(oc3ccccc32)c1=O
  0, 1, -7, i, -3, 9, 1, -10, 10
13	C=CCN(CCNP(=O)(OCC)OCC)CP(=O)(OCC)OCC
  -9, -7, -8, i, 4, 3, -4, 13, 2
14	CC(NC(=O)c1cccs1)C(c1cccs1)N1CCN(Cc2ccccc2)CC1 (configuration not stated)
  -10, 1, 0, i, 0, 8, -2, -4, 10
15	Clc1ccc(Cn2ccc3ccccc32)cn1
  4, 0, 7, i, 2, -7, -5, 16, -9

bovine MsrA act: entries above that show a hit.
No.	canonical_smiles	eLon inh	MT1-MMP act inh	Neddylation inh	Rin1 Abl inh	CendR NRP1 mod	bovine MsrA act	PABP1 MLLE inh	SKN-1 inh
4	COc1ccc(C(CC(=O)N2CCCC2)c2c(OC)cc(OC)c3c(-c4ccccc4)cc(=O)oc23)cc1 (configuration not stated)	-3	-31	i	-2	-24	9.0*	-1	18

Following part.
Every second line gives: eLon inh, MT1-MMP act inh, FAS-TE inh, Neddylation inh, Rin1 Abl inh, CendR NRP1 mod, bovine MsrA act, PABP1 MLLE inh, SKN-1 inh
16	CNc1ncc(-c2nnnn2-c2ccccc2)c(-c2ccccc2)n1
  4, 1, -2, i, 1, 6, -3, 7, 11
17	CCCN(CCC)Cc1cc(=O)oc2cc(C)cc(C)c12
  -7, -2, 20, i, 2, 6, 4, 5, -2
18	CC1CCC(NC(=O)C2CC(O)CN2S(=O)(=O)c2ccc([N+](=O)[O-])cc2)CC1 (configuration not stated)
  -1, -5, 16, i, 5, 3, 4, 7, 5
19	COC(=O)c1ccc(SC2CCCCC2)c([N+](=O)[O-])c1
  -3, -23, 22, i, 4, 6, -3, 0, 23
20	CCN(CC)CCN(C(=O)c1ccc2c(c1)CCCC2)c1nc2ccc(C)cc2s1
  -2, 2, 20, i, -2, -9, 0, -3, 7
21	Cn1c(N2CCCC2)nc2c1c(=O)n(Cc1ccc(Cl)cc1)c(=O)n2C
  2, 12, 10, i, 4, 2, -10, 4, -26
22	COc1cc(OC)cc(C(=O)Nc2ccc3nc4n(c(=O)c3c2)CCCCC4)c1
  1, 2, -2, i, -1, 2, -2, 5, -3
23	O=C(CCN1CCN(c2ccccc2)CC1)NNC(=O)Cc1c(F)cccc1Cl
  -8, 7, -9, i, 1, -4, -6, -7, -12
24	CCOC(=O)N1CCC(NC(=O)c2ccc3nc(N4CCOCC4)sc3c2)CC1
  -1, 13, -4, i, 5, 5, -9, 14, -26
25	CCn1cc(C(=O)NCc2ccccc2Cl)cn1
  3, 7, -11, i, 1, -18, -13, 1, 1
26	C#CCn1c(=NC(=O)CSC(C)=O)sc2cc(F)ccc21
  -2, 3, -3, i, -30, -13, -2, 17, 1
27	O=S(=O)(c1cccc2ccccc12)N1CCCCC1
  -11, -3, 7, i, -2, 10, -3, -3, -14
28	COc1ccccc1-c1cc2nc(-c3ccccc3)cc(N3CCN(C(=O)c4ccco4)CC3)n2n1
  9, -4, 34, i, -1, -8, -1, 6, 5
29	COC(=O)c1ccccc1NC(=O)COC(=O)c1ccc(C)c(NC(=O)c2ccco2)c1
  2, -3, 71*, i, -2, -4, 7, -10, -15
30	CCC(=O)NNc1ncnc2c1cnn2-c1cccc(C)c1
  3, 5, -4, i, -5, -5, -3, -7, -7
31	COc1ccc(CN2C(=O)CSCC2(C)C(=O)NCc2ccccc2)cc1OC (configuration not stated)
  /, 6, /, i, /, 12, /, /, 3
32	CCn1nc(CC(C)C)cc1C(=O)N1CCCC(Nc2ccc(OC)cc2)C1 (configuration not stated)
  -5, 0, -2, i, 9, 2, -3, 9, 4
33	NC(=S)Nc1ccc2cc[nH]c2c1
  2, 1, -13, i, -5, -2, -2, -57, 5
34	O=C(Nc1ccc2c(c1)OCO2)C1CCN(Cc2cc3c(cc2O)OCO3)CC1
  -5, 4, -12, i, 2, 7, -2, 1, 6
35	CCc1cccc(C)c1NC(=O)CN(C)Cc1ccc(Br)cc1
  10, -6, 9, i, 0, -8, -4, 9, -8
36	O=C(NC(=S)Nc1ccccc1N1CCOCC1)c1ccc(-c2cc(Cl)ccc2Cl)o1
  -5, 5, 37, i, -1, 5, 0, 24, 8
37	CCCn1c(=O)[nH]c(=O)c2c1nc(-c1cc([N+](=O)[O-])ccc1Cl)n2CCOC
  -1, 3, 2, i, 3, 3, -1, -2, 0
38	COc1ccc(CC(=O)NCCS(=O)(=O)N2CCN(c3ccccc3OC)CC2)cc1
  10, 5, -4, i, 1, -16, -1, 4, 17
39	COc1ccc(CCNC(=O)Cn2nc(C)n3nc(-c4ccccc4)cc3c2=O)cc1OC
  -9, 0, -14, i, 7, -3, -4, 2, -12
40	O=C(CCN1C(=O)[C@@H]2Cc3ccccc3CN2C1=O)NCc1ccc(Cl)cc1
  -9, -3, 3, i, 29*, 11, -3, 2, -4
41	OC(c1ccc(F)c(F)c1)c1nc(-c2ccc(F)c(Cl)c2)cs1 (configuration not stated)
  -14, 0, 33, i, -1, 8, 2, -2, -9
42	Cc1cc(F)ccc1NS(=O)(=O)c1c(C(=O)N2CCOCC2)c(C)n(C)c1C
  -10, -1, -3, i, -3, -3, -3, -4, 12
43	O=c1[nH]c2ccc(NC(=S)NCc3ccccc3)cc2[nH]1
  4, 0, -4, i, 2, 3, -6, -35, -1
44	COc1ccc(-c2cc3nc(C)c(CCC(=O)NC(C)CCc4ccco4)c(C)n3n2)c(OC)c1 (configuration not stated)
  -1, 1, 7, /, -3, 3, 2, 6, 19
45	CCOC(=O)c1ccc(CNC(=O)C2CCC(=O)N(Cc3cccc(OC)c3)C2)o1 (configuration not stated)
  7, -2, -2, i, 0, -6, -2, 1, -1

Quoted at random: 6 entries already listed.
Every second line gives: eLon inh, MT1-MMP act inh, FAS-TE inh, Neddylation inh, Rin1 Abl inh, CendR NRP1 mod, bovine MsrA act, PABP1 MLLE inh, SKN-1 inh
20	CCN(CC)CCN(C(=O)c1ccc2c(c1)CCCC2)c1nc2ccc(C)cc2s1
  -2, 2, 20, i, -2, -9, 0, -3, 7
11	CCCCn1nnc(NC(=O)COc2cc(C)ccc2C(C)C)n1
  -6, -2, 7, i, 3, 2, 2, 10, 5
36	O=C(NC(=S)Nc1ccccc1N1CCOCC1)c1ccc(-c2cc(Cl)ccc2Cl)o1
  -5, 5, 37, i, -1, 5, 0, 24, 8
1	CC1(C(=O)Nc2cnc3ccccc3c2)CCN1Cc1ccccc1Cl (configuration not stated)
  6, 5, 24, i, -1, 0, -2, 4, 13
8	Cn1nc(-c2ccccc2)c(N2CCCCC2)cc1=O
  -11, 1, -3, i, 1, -2, -5, 4, 9
18	CC1CCC(NC(=O)C2CC(O)CN2S(=O)(=O)c2ccc([N+](=O)[O-])cc2)CC1 (configuration not stated)
  -1, -5, 16, i, 5, 3, 4, 7, 5

(next part)
Every second line gives: eLon inh, MT1-MMP act inh, FAS-TE inh, Neddylation inh, Rin1 Abl inh, CendR NRP1 mod, bovine MsrA act, PABP1 MLLE inh, SKN-1 inh
46	CCOC(=O)c1cc(NC(=O)Nc2ccc(Br)cc2)c(C)nc1C
  -4, -7, 21, i, -5, 0, -3, -3, 4
47	O=c1cc(CN2CCN(c3ccccc3F)CC2)c2cc(O)c(-c3ccccc3)cc2o1
  9, 0, 1, i, 0, -24, -4, -22, 5
48	Cc1ccc(-n2c(=O)c3c(n4cnnc24)-c2ccccc2CC32CCCCC2)cc1
  -11, -3, 6, i, 1, -7, 0, 4, 15
49	CS(=O)(=O)N(CC(=O)N1CCCC1)c1cc(Cl)ccc1Cl
  6, 1, -1, i, -1, -5, 5, 2, -22
50	COc1cccc(Cn2cc(/C=N/NC(=O)c3cc(O)cc(O)c3)c3ccccc32)c1
  -6, -2, 13, +, -1, 3, -6, 9, -16
51	Cn1c(SCc2nc3ccccc3c(=O)[nH]2)nnc1-c1ccco1
  1, 1, -6, i, 1, 2, -1, 3, 2
